Compound activity (PubChem BioAssay)
FUS suppressor = FUS proteinopathy suppression in yeast. S. cerevisiae FUS-expressing, growth rescue, OD600, 24 h. Potency, µM (series often up to 76.6 µM), without a hit: at the top dose growth rescue (activation), usual class: activators. actives 0.24% (n = 390,000). AID 1347120;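 also: potency is read from the fitted curve at half-maximal effect; plate controls were DMSO vehicle for no effect and reference control for full effect; nearly all actives have a fitted effect of over 55% in size; some results filed as inactive show a strong effect at the top dose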
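Absorbance at 600 nm, taken 24hr after compound addition, measured rescue of FUS-yeast growth at 30C. Induction used 2% galactose with seeding at OD 0.005. Controls: CP55940 from 92uM final, DMSO only.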
GLP1R ag = agonists of human GLP-1 receptor | AID 624172 | P43220 | Potency, µM (highest dose often 45.6 µM), inactives show top-dose activation, hits mostly activators | HEK293 GLP-1R CRE-luciferase, luminescence, 4-6 h; cells express a hypersensitive GLP-1R form | actives 0.007% (n = 380,000); also: potency is read from the fitted curve at half-maximal effect; % of control where 0% means no effect
aSyn yeast inh = alpha-synuclein toxicity inhibition in yeast; AID 652106; actives 0.14% (n = 370,000); Yeast expressing alpha-synuclein, growth rescue, BacTiter-Glo, 24 h; Potency, µM (titrated, usually from 46.1 µM), inactives show at the highest dose growth rescue (activation), most hits filed as activators; also: potency is read from the fitted curve at half-maximal effect; % of control where 0% means no effect; nearly all actives have a fitted effect of over 65% in size
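Readout is rescue of growth in alpha-synuclein-expressing yeast, so inhibitors of toxicity appear as activators. Growth after 24 hr at 30 deg C in galactose medium is quantified by luminescence.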
D3 antag = D3 dopamine receptor (human) antagonism; P35462; D3R cells, DiscoveRx beta-arrestin luminescence, antagonist mode; stronger effect = lower value; max response, negative = inhibition, %; actives 2.5% (n = 360,000); AID 652054; in the data active = max response below about -50%; inconclusive = no clear call, values can overlap the other calls; also: % is scaled to controls: 0 for no effect and ±100 for the full control effect; mostly tested at two doses, the higher about 12 µM
Target sequence (P35462 whole entry, looked up): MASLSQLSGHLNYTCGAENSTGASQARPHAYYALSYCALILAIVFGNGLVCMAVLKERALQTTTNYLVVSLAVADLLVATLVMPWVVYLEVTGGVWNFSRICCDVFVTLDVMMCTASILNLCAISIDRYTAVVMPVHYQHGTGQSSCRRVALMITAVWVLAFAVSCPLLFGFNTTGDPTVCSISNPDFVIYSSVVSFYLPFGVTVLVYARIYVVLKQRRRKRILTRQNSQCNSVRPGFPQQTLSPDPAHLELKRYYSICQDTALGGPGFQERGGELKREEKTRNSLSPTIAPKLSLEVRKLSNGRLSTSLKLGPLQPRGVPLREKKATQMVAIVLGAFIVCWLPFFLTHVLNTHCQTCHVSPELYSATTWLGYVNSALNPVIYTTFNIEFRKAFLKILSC
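Cells expressing the human receptor were seeded at 1500 cells/well, incubated overnight at 37 degrees C in 5% CO2, then exposed to library compounds with dopamine controls for 90 minutes at 37 degrees C before luminescent detection.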
PTHR1 agonist = agonists of human PTHR1 parathyroid hormone receptor | actives 0.075% (n = 410,000) | HEK293 GP2 PTHR1 cells, GloSensor cAMP luminescence, 1 h | Potency, µM (doses to about 115 µM), inactives show at the top dose activation, hits mostly activators; also: potency is read from the fitted curve at half-maximal effect; nearly all actives have a fitted effect of over 55% in size; some results filed as inactive show a strong effect at the top dose; inactives centre near -15; many of its hits are not listed in these tables
Target sequence (Q03431 whole entry, looked up): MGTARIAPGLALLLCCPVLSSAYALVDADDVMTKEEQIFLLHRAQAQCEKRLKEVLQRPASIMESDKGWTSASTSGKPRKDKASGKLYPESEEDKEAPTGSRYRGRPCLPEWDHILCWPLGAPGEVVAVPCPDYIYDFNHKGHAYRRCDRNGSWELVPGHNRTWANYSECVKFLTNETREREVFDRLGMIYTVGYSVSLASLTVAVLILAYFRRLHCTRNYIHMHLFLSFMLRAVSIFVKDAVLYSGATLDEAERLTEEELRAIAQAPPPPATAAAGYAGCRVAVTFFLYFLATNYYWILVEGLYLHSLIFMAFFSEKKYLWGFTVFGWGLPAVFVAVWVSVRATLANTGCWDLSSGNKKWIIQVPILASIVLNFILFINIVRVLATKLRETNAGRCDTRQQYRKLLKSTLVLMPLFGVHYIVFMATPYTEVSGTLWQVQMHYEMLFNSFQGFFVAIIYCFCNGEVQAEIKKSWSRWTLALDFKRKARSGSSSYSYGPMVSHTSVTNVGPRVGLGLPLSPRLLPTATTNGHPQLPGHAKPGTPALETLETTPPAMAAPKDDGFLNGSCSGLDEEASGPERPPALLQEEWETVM
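HEK-293-derived GP2 cells expressing PTHR1 and a GloSensor cAMP reporter, 3,000/well, plated overnight, given luciferin plus IBMX (each 0.5 mM as added) for 1 h at 37 °C, then compound for 1 h at 37 °C. Luminescence was read after 15 min at room temperature.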
Akt phos inh = inhibitors of Akt phosphorylation. Neuro2A IGF-stimulated pAkt S473 HTRF, 20 min; stronger effect = lower value. actives 0.32% (n = 360,000). activity change, % for hits at 50 µM. AID 651550; in the data active = activity change below about -80%; inconclusive = mostly about -51% to -80%; also: % is scaled to controls: 0 for no effect and ±100 for the full control effect
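Neuro2A cells (4,500/well, DMEM with 0.5% FBS) were treated with compound at a single 50 µM final concentration, stimulated with 6 nM IGF for 20 min at 37 °C, and lysed. Phospho-Akt Ser473 was read by HTRF as 665/615 ratio ×10^4.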
Abeta yeast res = A-beta toxicity reversal in yeast; actives 0.063% (n = 410,000); yeast expressing A-beta42, growth rescue, OD600, 48 h; response scale: 0% DMSO, 100% iron-clioquinol control; Potency, µM (series often up to 46.1 µM), for the others: at the highest dose growth rescue, hits mostly activators; also: potency is read from the fitted curve at half-maximal effect; nearly all actives have a fitted effect of over 55% in size
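Yeast growth medium received pinned compounds, then yeast cells expressing toxic A-beta were added; plates incubated at 30 C for 48 hr. Growth read as absorbance at 600 nm, normalized to DMSO and equimolar FeCl3 plus clioquinol controls.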
GLP-1R inv ag = acts as inverse agonist at human GLP-1 receptor. actives 1.6% (n = 410,000). HEK293 GLP-1R CRE-luciferase, luminescence, 24 h; GLP-1R form is constitutively active. Potency, µM (top dose mostly 38.3 µM), for the others: at the highest dose activity change, negative = inhibition, actives largely listed as inhibitors. P43220; also: potency is read from the fitted curve at half-maximal effect; % is scaled to controls: 0 for no effect and ±100 for the full control effect; nearly all actives have a fitted effect of over 55% in size
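Stable HEK293 clone (constitutively active GLP-1R + cAMP-response luciferase); 200 cells/uL plated, 12 h pre-culture, compound 24 hr, 37 deg C/5% CO2; detection reagent 12 min RT; luminescence.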
TDP43 rescue = rescues yeast growth from TDP-43 toxicity. Potency, µM (highest dose often 46.1 µM), for inactives: top-dose growth rescue (activation), most hits filed as activators. AID 652104. actives 1.8% (n = 410,000). TDP-43 expressing yeast growth rescue, BacTiter-Glo, 24 h; also: potency is read from the fitted curve at half-maximal effect; % of control where 0% means no effect; nearly all actives have a fitted effect of over 50% in size
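Yeast expressing TDP-43 (pregrown in raffinose, seeded at OD600=0.02 in galactose medium) exposed to compounds 24 hr at 30 deg C. Growth read by BacTiter-Glo luminescence; rescue of toxicity appears as increased signal.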
Numbers without * were called inactive; i = inactive; ? = inconclusive; nt = no result given; [ ] = another dose, or the depositor's remark. Unless noted, calls follow the shape of the dose curve; as a rule, active = well fitted curve in the direction sought with a large enough effect; inconclusive = small, poorly fitted or top-dose-only effect, or another doubt; inactive = no such curve, though single readings can be large; an effect the other way counts as inactive or inconclusive.

mol | GLP-1R inv ag | aSyn yeast inh | GLP1R ag | FUS suppressor | Akt phos inh | Abeta yeast res | TDP43 rescue | D3 antag | PTHR1 agonist
Cc1ccc(OCC(=O)NCc2cccs2)cc1 | 5.2% | nt | -9.9% | 4.7% | nt | 5.9% | -9.9% | 21.5 | -44.3%[inhibitor]
COc1ccc(-c2nn(-c3ccccc3)cc2/C=N/NC(=O)c2cccc(S(=O)(=O)Nc3ccccc3Cl)c2)cc1 | ? | 0.1% | -6.6% | 16.9% | i | 11.2% | 8.8% | -15.1 | -10.3%
CCCCN(C(=O)COC(=O)c1ccc(C)s1)c1c(N)n(CCC)c(=O)[nH]c1=O | 14.7% | -4.1% | 4.3% | nt | i | 11.6% | -25.1% | 9.1 | 18.4%
O=C(CCNC(=O)c1ccc(Br)cc1)Nc1ccc(S(=O)(=O)Nc2ncccn2)cc1 | 4.7% | -2.9% | 0.6% | 17.2% | i | -1.8% | 9.4% | -9.4 | 5.5%
CCOC(=O)c1cccc(NC(=O)NCc2ccc3c(c2)CCN3C(=O)CC)c1 | 0.2% | nt | nt | 1.8% | nt | -5.9% | 16.3% | nt | -0.4%
CC(=O)N(C)c1ccc(C(O)(C(F)(F)F)C(F)(F)F)cc1 | -4.2% | -1.1% | 7.1% | 12.6% | i | -2.2% | -19.0%[1.82 µM] | -19.4 | -24.8%
CCc1nc2c(OCc3ccc(S(C)(=O)=O)cc3)cccn2c1N(C)C(=O)c1ccccc1F | 11.1% | -3.8% | -1.5% | 13.1% | i | 3.1% | -8.1% | 0.0 | -1.7%
CC1CCN(Cc2c(C(=O)N/N=C/c3ccc(C(F)(F)F)cc3)nnn2-c2nonc2N)CC1 | ? | -0.6% | 9.2% | 7.7% | i | -7.5% | -21.6% | -6.0 | -15.2%
Cc1ccc(S(=O)(=O)N2CCC(C(=O)N[C@@H](C)C(=O)NC3CCCCC3)CC2)cc1 | 5.3% | 3.1% | -7.0% | -12.0% | i | -0.2% | 2.6% | -10.3 | -4.7%
CC(=O)Nc1cccc(NC(=O)CSc2ncc(-c3ccccc3)[nH]2)c1 | 44.4%[activator] | -2.9% | 7.3% | -27.4% | i | -8.1% | 8.8% | -8.9 | i
Cc1ccc(CNC(=O)Cn2nnc(C(=O)Nc3cc(C)ccc3C)c2N)cc1 | -0.8% | -1.7% | -2.8% | -2.1% | i | 0.9% | -1.9% | 16.5 | -11.4%
CCOC(=O)C1CCCN(C(=O)c2ccc(CS(=O)(=O)c3ccc(Br)cc3)o2)C1 (configuration not stated) | -5.7% | 6.4% | 1.7% | -3.5% | i | -3.7% | 0.0% | 10.0 | i
O=C(Nc1ccc2c(c1)CCC2)c1cnn2c1NC(c1ccco1)CC2C(F)(F)F (configuration not stated) | 2.5% | -2.2% | -6.2% | 12.9% | i | 19.2% | 13.5% | -5.9 | -21.4%
C=C1C(=O)OC2C1C(OC(=O)C(C)=CC)CC(=C)C1C(O)C3OC3(C)C21O (configuration not stated) | ? | -0.7% | -0.1% | nt | i | 8.2% | 25.2% | 3.1 | -27.8%
CCOc1ccc2oc(C(=O)N3CCN(Cc4ccccc4)CC3)c(C)c2c1 | ? | -3.6% | 27.7% | 0.6% | i | 4.0% | -2.0% | -18.5 | -13.2%
O=C(NCc1ccccc1F)c1ccc(S(=O)(=O)NCc2ccco2)cc1 | 0.0% | -0.7% | 27.6% | -3.3% | i | 8.1% | -12.4% | -1.4 | i
COc1cccc(C(=O)C2=NN(C(C)=O)CC2c2ccco2)c1 (configuration not stated) | -8.1% | 6.8% | 15.5% | -2.5% | i | -1.3% | 3.2% | 0.3 | -63.4%[inhibitor]
O=C(NCCN1CCCCC1)Nc1ccc(F)cc1F | 10.9% | 1.0% | -3.2% | -11.3% | i | 10.4% | 9.7% | 6.1 | i
CCCC(=O)Nc1ccc2c(c1)nc1n2CCSC1 | 46.8%[activator] | -0.2% | 2.7% | ? | i | -2.7% | -4.4% | -4.6 | -12.7%
COc1cccc(C(=O)c2c(-c3ccccc3)ncc3cc(OC)c(OC)cc23)c1 | 26.4% | ? | ? | ? | i | -27.9% | ? | 37.6 | -15.2%
CCOC(=O)C1=NN(C(C)=O)C2C(=O)N(CC)C(=O)C12 (configuration not stated) | 0.6% | -2.9% | -6.9% | 3.3% | i | -3.0% | -2.0% | -13.5 | -16.4%
CC(=O)Nc1cccc(NC(=O)c2ccc3c(c2)CCN3S(=O)(=O)c2ccccc2)c1 | ? | 1.0% | 3.0% | 19.0% | i | 16.4% | -3.8% | 6.0 | -22.2%
COc1cc(NC(=S)N2CCCC(C)C2)cc(OC)c1OC (configuration not stated) | -7.3% | -12.0% | -5.2% | -27.7% | i | -12.5% | 8.3% | -0.2 | -13.1%
CCOc1ccc(CNCc2c(C(=O)O)n(Cc3ccccc3F)c3cc(OC)ccc23)cc1 | 7.0% | nt | nt | 4.1% | nt | -11.0% | 7.3% | nt | -8.1%
Cc1ccc(NC(=O)c2cc3nc(-c4ccccc4)cc(-c4ccccc4)n3n2)cc1 | -4.2% | nt | nt | 3.1% | nt | -9.3% | -10.3% | nt | ?
O=C(Cn1cnc2c(nnn2-c2ccccc2)c1=O)NCCc1ccccc1 | 0.9% | 0.1% | 12.3% | -19.8% | i | 5.7% | 14.6% | 3.8 | i
CCOC(=O)CSc1nc2cccnc2n1-c1ccc(F)cc1 | 49.5%[activator] | -1.4% | 6.3% | 2.5% | i | -17.2% | -10.4% | 0.3 | i
CC(=O)Nc1ccc2c(c1)ncn2C1CCCCC1 | 17.1% | 7.8% | 2.0% | 15.8% | i | -2.5% | 24.0% | -9.8 | -16.8%
O=C(CN1C(=O)c2ccccc2S1(=O)=O)NC1CC2CCC1C2 (configuration not stated) | -9.4% | 0.9% | 6.6% | -17.9% | i | 1.1% | ? | 0.0 | -40.2%
COc1ccccc1CNc1nccn(-c2ccccc2)c1=O | 17.3% | nt | 0.0% | 0.1% | nt | -4.9% | 21.0% | nt | i
CC1=NN(C(=O)c2ccc(Cn3nc(C)c([N+](=O)[O-])c3C)o2)C(O)(C(F)(F)F)C1 (configuration not stated) | -9.9% | -8.1% | 0.4% | nt | i | 0.7% | 7.3% | ? | -11.2%
NC(=S)N/N=C1\CC(n2nnn(-c3cccc(Cl)c3)c2=S)C2COC1O2 (configuration not stated) | ? | -4.0% | -3.1% | 20.2% | i | -3.9% | 23.2% | -5.4 | -14.7%
Cc1cc(C)n(CCO)c(=O)n1 | 0.0% | -1.1% | 14.6% | ? | i | -6.6% | -15.1% | -5.2 | 4.0%
C=CCN1C(=O)NC2(CCCCC2)C1=O | 1.5% | -1.5% | -12.7% | -30.4% | i | 0.1% | -12.5% | 7.9 | i
COc1ccc(CC(C#N)(CO)c2nc3ccccc3[nH]2)cc1 (configuration not stated) | -20.1% | 1.8% | 3.9% | -7.7% | i | -7.0% | -3.2% | -10.6 | i
COc1ccc(-c2cc3ccccc3n2CC(O)CNCCO)cc1 (configuration not stated) | 2.82µM* | -7.1% | -5.5% | 15.2% | i | 9.8% | 0.4% | 0.0 | -5.8%[57.5 µM]
Cc1ccc(C2=NN=C(NC(=O)CSc3nnc4c5ccccc5n(C)c4n3)SC2)cc1 | -2.2% | 0.4% | -5.9% | ? | i | -23.7% | 8.7% | -23.7 | -11.8%
C=CCOc1ccccc1CN1CCSCC1 | -1.0% | -7.8% | -7.4% | 9.1% | nt | 18.7% | -9.6% | -1.4 | -6.2%[57.5 µM]
CN(C)CCCNC(=O)C[C@H]1C[C@H](C(=O)N2CCOCC2)[C@@]2(C)c3[nH]c4ccc(Cl)cc4c3CCN2C1=O | 16.3% | -1.5% | -3.2% | 0.8% | i | 9.3% | 16.2% | -9.6 | -23.0%
Nc1ccccc1Oc1c(F)c(F)c(Oc2ccccc2N)c(F)c1F | -24.3%[7.66 µM] | 18.3% | 3.1% | 20.4% | i | -8.8% | -15.6%[9.22 µM] | 3.3 | -31.8%[inhibitor]
C=CCOc1ccc(CN(C)Cc2nc3cc(C(F)(F)F)ccc3c(=O)[nH]2)cc1 | ? | 9.9% | -6.1% | 3.2% | i | -0.1% | 19.3% | 5.2 | -48.0%[inhibitor]
CCc1ccccc1NC(=O)Nc1cc(C(=O)NCc2ccc(C)cc2)ccc1N1CCCC1 | 10.8% | nt | nt | 11.3% | nt | -6.1% | -3.0% | nt | -13.4%
COc1ccc(S(N)(=O)=O)cc1C(=O)NCCCN1CCN(c2cccc(Cl)c2)CC1 | -2.4% | 3.0% | 1.3% | nt | i | -2.2% | 2.0% | -50.0* | -8.3%
O=C1NC[C@H](Cc2ccccc2)N(CC2CCN(CC3CCCC3)CC2)C1=O | 3.9% | -0.6% | -2.2% | -23.8% | i | 0.9% | 0.2% | 17.5 | -9.2%
C=CCc1cc(Cl)ccc1OCCn1ccnc1 | -11.6% | 7.0% | -0.4% | -30.3% | i | -20.7% | -9.3% | 7.9 | -21.0%
CCOC(=O)C1=C(N)N(c2ccc(N3CCCCC3)cc2)C(=O)C1 | 0.1% | -11.3% | -6.7% | 26.7% | i | 8.0% | 22.4% | 19.0 | -21.7%[57.5 µM]
Clc1ccc(Cl)c2sc(N3CCCC3)nc12 | -3.0% | 19.3% | 25.7% | 4.5% | i | 10.6% | 7.08µM* | 33.7 | i
O=C(COC(=O)c1cc2ccccc2cc1O)NC1CCCCC1 | -36.4% | -10.4% | 0.4% | nt | i | 3.2% | 14.3% | 8.6 | -44.7%[inhibitor]
COc1cccc(N2CCN(CC(=O)Nc3nnc(-c4ccccc4)s3)CC2)c1 | -44.9% | 10.3% | -6.9% | ? | i | ? | ? | 11.9 | -16.7%[57.5 µM]

An excerpt; the hit share may differ from the screen's.
